Furin inhibitor = human furin inhibition. P09958. purified furin, fluorogenic substrate cleavage. inhibition, % at 30 µM. 220,000 tested, 0.061% active. AID 463115; in the data active = inhibition above about 25%; also: inactives centre near -15
EBV gp42 block = blocks Epstein-Barr virus glycoprotein 42 binding; Q1HVG2; Fluorescence polarization binding assay, mP read-out; inhibition, % (tested at 21.74 µM); 220,000 tested, 0.42% active; in the data active = inhibition above about 50%
Target sequence (Q1HVG2 whole entry, looked up): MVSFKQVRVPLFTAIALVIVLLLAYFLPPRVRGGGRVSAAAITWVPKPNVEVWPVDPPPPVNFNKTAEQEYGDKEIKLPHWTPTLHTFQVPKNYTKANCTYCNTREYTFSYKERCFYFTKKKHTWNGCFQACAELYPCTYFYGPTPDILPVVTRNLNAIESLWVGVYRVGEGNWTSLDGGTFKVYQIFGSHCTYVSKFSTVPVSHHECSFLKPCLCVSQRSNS
m-calpain inh = inhibitors of pig calpain II; purified calpain II, fluorogenic peptide substrate, 30 min; inhibition, % at 16 µM; 220,000 tested, 0.37% active; AID 1236;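 active = inhibition above about 50%, limit read from the data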
TRPN1 ag = activates the zebrafish TRPN1 channel | HEK293 zebrafish TRPN1-YFP, Fluo-8 calcium fluorescence; 100% = response to 87 µM carbachol | activation, % at 3 µM | 220,000 tested, 0.18% active | AID 1424;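 active = activation above its plate's cutoff, the mean activation of test wells on that plate plus 3 SD, cut at about 19% in these data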;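 also: 0% = DMSO alone and 100% = 87 µM carbachol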
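Material: zebrafish TRPN1-YFP in HEK293 cells. Doses: one dose of 3 µM, 0.3% DMSO. Incubation: dye 1 h 37 °C plus 30 min RT. Measured by: intracellular calcium fluorescence with Fluo-8.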
KCC2 mod = modulates chloride dependent transport by human KCC2; Q9H2X9; KCC2 cells, thallium flux FluoZin-2 fluorescence; 190,000 tested, 2.2% active; AID 1456; B-score of Tl+ flux slope (higher = more flux/activation; lower = inhibition) at 10 µM;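 active = thallium flux slope and its plate-corrected score both differing from the plate sample mean at a set confidence after two filtering rounds, in either direction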;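 also: slope of fluorescence scaled to starting intensity during 10 to 20 s after thallium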
Tb hexokinase = blocks Trypanosoma brucei hexokinase 1 activity | recombinant TbHK1, G6PDH-coupled NADH A340 | inhibition, % at 10 µM | 220,000 tested, 0.11% active;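 active = inhibition of 50% or more in the single-dose primary screen; inactive = inhibition below 50%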
PPC-1+TRAIL kill = kills PPC-1 cancer cells in the presence of TRAIL; PPC-1 cells + TRAIL, ATPLite viability luminescence; cell killing (% activity), % at 4 µM; 220,000 tested, 0.41% active;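 active = cell killing above 50% in the first pass at 4 µM, then a duplicate retest at 5 µM averaging 50% or more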;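 also: plate controls were cells with TRAIL plus DMSO for no effect and medium-only wells lacking cells for full effect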
TRPML3 ag = activates the human TRPML3 channel. HEK293 TRPML3-YFP, Fluo-8 calcium fluorescence; 100% = the carbachol control signal. 220,000 tested, 0.29% active. activation, % at 3 µM;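 active = activation above its plate's cutoff, the mean activation of the plate's test wells plus 3 SD, cut at about 12% in these data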;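 also: 0% = DMSO only wells and 100% = carbachol wells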
Target sequence (Q8TDD5 whole entry, looked up): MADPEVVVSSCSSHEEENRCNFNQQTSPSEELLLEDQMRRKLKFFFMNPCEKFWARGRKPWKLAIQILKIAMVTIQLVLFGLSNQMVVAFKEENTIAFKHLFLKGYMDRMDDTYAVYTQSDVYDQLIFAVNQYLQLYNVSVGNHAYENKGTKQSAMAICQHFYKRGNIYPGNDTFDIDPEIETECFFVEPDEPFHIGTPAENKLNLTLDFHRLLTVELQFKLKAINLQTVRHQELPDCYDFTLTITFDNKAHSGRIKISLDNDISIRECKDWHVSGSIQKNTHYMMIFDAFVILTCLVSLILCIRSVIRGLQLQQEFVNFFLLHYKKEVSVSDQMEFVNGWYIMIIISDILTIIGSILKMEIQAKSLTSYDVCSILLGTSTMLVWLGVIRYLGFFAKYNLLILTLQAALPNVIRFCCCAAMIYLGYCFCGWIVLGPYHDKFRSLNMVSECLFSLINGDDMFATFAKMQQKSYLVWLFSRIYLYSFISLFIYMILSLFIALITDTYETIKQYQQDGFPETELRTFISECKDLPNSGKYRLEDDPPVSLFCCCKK
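Material: HEK293 cells stably carrying human TRPML3-YFP; compound dosing: single dose, 3 µM final nominal compound, 0.3% DMSO final; incubation: 1-h 37 °C dye load, 5-s basal, 120-s post-compound reads; technique: Fluo-8 intracellular calcium fluorescence, excitation 470-495 nm, emission 515-575 nm; read-out basis: percent activation from peak-to-basal fluorescence ratio, scaled between DMSO and carbachol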
thrombin 1536 = inhibitors of human thrombin | P00734 | inhibition, % at 5 µM | 220,000 tested, 0.26% active | alpha-thrombin, Boc-VPR-AMC fluorogenic substrate cleavage | AID 1046;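 active = inhibition at or above 40%; inactive = inhibition below 40%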;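 also: 0% = enzyme with no compound and 100% = wells without enzyme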
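Material: human alpha-thrombin enzyme / Medium: pH 7.5 Tris (50 mM) with NaCl 150 mM, Tween 20 0.05% / Compound: single-point dosing at 5 µM, 0.2% DMSO / Incubation: enzyme reaction carried out at room temperature / Detection: AMC fluorescence, 355/460 nm / Read-out basis: percent inhibition scaled between no-compound controls and no-enzyme blanks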
An asterisk follows results filed as active; nt = no result given; [ ] = another dose, or the depositor's remark.

The line under a structure holds: Tb hexokinase	Furin inhibitor	EBV gp42 block	KCC2 mod	m-calpain inh	thrombin 1536	TRPN1 ag	PPC-1+TRAIL kill	TRPML3 ag
> Cc1cc(C)c(NS(=O)(=O)c2ccc(NC(=O)/C=C/C(=O)O)cc2)c(C)c1
→ 16.6	-16.2	-3.4	0.292	-9.2	18.4	-1.6	27.1	-0.8
> CC(c1ccc(Cl)cc1)n1c(-c2ccc3ccccc3n2)n[nH]c1=S (stereo not drawn)
→ 1.7	-14.5[20 µM]	1.6	nt	28.0	-5.5	-1.7	16.1	-2.3
> C=C(C)C1CC=C(CN2CCC(O)CC2)CC1 (stereo not drawn)
→ 1.9	-22.4[20 µM]	-9.8	0.185	-30.8	-2.9	0.5	-5.6	0.2
> CCCOC(=O)c1ccc(Cl)c(NC(=O)c2ccc(-c3ccccc3)cc2)c1
→ 4.2	-23.5[20 µM]	-8.0	-0.549	8.3	-1.4	-0.7	7.5	0.4
> CCc1cccc2c(C(=O)CSc3nncn3C)c[nH]c12
→ -6.1	-14.6	-13.6	0.29	28.3	-5.9	-0.9	-1.0	0.4
> CCN1CCN(c2ncnc3c2oc2nc(C)c4c(c23)CC(C)(C)OC4)CC1
→ -5.7	-13.0[20 µM]	nt	0.176	nt	nt	-0.8	nt	0.4
> CN(C)/C=N/C(=S)Nc1ccc(F)cc1
→ -10.2	-6.8[20 µM]	3.9	0.422	9.0	27.7	0.2	-16.2	1.2
> N#C/C(=C/c1ccco1)c1nc2ccccc2s1
→ 36.0	16.8	-7.5	1.56	23.0	-5.9	9.0	24.9	3.3
> C=CCOC(=O)C1=C(C)N=c2s/c(=C3\C(=O)N(CC(=O)O)c4ccccc43)c(=O)n2C1c1ccc(OC)cc1 (stereo not drawn)
→ 13.7	4.4	11.7	-2.42	0.1	1.5	0.4	8.0	-0.6
> OC(COc1ccccc1)Cn1c2ccccc2c2ccccc21 (stereo not drawn)
→ 22.3	-14.7	7.9	-0.0294	45.4	2.2	-1.9	2.1	-0.3
> O=C(CN(c1ccccc1)S(=O)(=O)c1ccccc1)NCCSc1ccccn1
→ -6.1	-26.1	-5.5	-2.51	-1.8	-9.4	1.8	12.9	-0.1
> O=C(Cc1cccc2ccccc12)Nc1ccc2c(c1)C(=O)NC2=O
→ -6.8	-23.5	0.6	1.33	-28.3	-1.4	-0.1	1.4	-0.4
> CC(C)Cn1c(CN(C)Cc2ccccc2)nc2c1c(=O)n(C)c(=O)n2C
→ -9.0	0.5	-9.2	-1.24	14.9	-3.1	-1.2	23.3	-1.2
> CSc1sc(C(=O)NC(=O)NCc2ccncc2)c(C)c1-c1ccon1
→ -24.1	3.1	-11.6	-3.38	16.4	-6.5	2.6	12.4	0.9
> c1ccc(N2CCN(c3nc(-c4ccccn4)nc4ccccc34)CC2)cc1
→ -14.5	-13.3	-13.3	-1.75	1.8	1.9	-2.0	26.3	-1.8
> NS(=O)(=O)c1ccc(CCNC(=O)CSc2nc3ccsc3c(=O)n2CCCCC(=O)O)cc1
→ 4.2	-29.7	-1.2	0.0404	-7.7	-7.1	1.2	-8.0	1.0
> Cc1ccc(Cn2c(=N)n(CC(=O)c3ccccc3)c3ccccc32)cc1
→ 21.4	-21.0	-21.1	0.048	-40.5	-3.8	0.2	11.4	0.5
> COc1ccc(-n2c(Cc3cccn3C)nnc2SCC(=O)Nc2cccc(F)c2)cc1
→ -1.1	-22.7	-20.1	-1.61	-4.6	-6.1	-0.2	13.7	0.9
> CC(C)(C)c1ccc(S(=O)(=O)N2CCCC2C(=O)N2CCOCC2)cc1 (stereo not drawn)
→ -2.4	-22.3	-9.1	1.2	-29.5	-6.1	0.3	12.6	0.7
> CCN(Cc1ccccc1)C(=O)COC(=O)c1cc(Cl)nc(Cl)c1
→ 12.2	6.3	-4.4	-2.3	8.1	-7.4	-0.6	-6.9	-0.1

By substructure, the compounds so far containing an aryl methoxy group
The line under a structure holds: Tb hexokinase	Furin inhibitor	EBV gp42 block	KCC2 mod	m-calpain inh	thrombin 1536	TRPN1 ag	PPC-1+TRAIL kill	TRPML3 ag
> C=CCOC(=O)C1=C(C)N=c2s/c(=C3\C(=O)N(CC(=O)O)c4ccccc43)c(=O)n2C1c1ccc(OC)cc1 (stereo not drawn)
→ 13.7	4.4	11.7	-2.42	0.1	1.5	0.4	8.0	-0.6
> COc1ccc(-n2c(Cc3cccn3C)nnc2SCC(=O)Nc2cccc(F)c2)cc1
→ -1.1	-22.7	-20.1	-1.61	-4.6	-6.1	-0.2	13.7	0.9

More compounds
The line under a structure holds: Tb hexokinase	Furin inhibitor	EBV gp42 block	KCC2 mod	m-calpain inh	thrombin 1536	TRPN1 ag	PPC-1+TRAIL kill	TRPML3 ag
> CC1(C)CC(=O)C2=C(C1)NC(=O)CC2c1ccc(N(CCC#N)CCC#N)cc1 (stereo not drawn)
→ -5.3	-12.8	-6.8	-0.313	2.2	-5.8	0.0	15.4	0.3
> Nc1nonc1-c1nc2ccccc2n1CCC(=O)O
→ 0.9	-30.9	-3.7	0.00987	-30.0	-4.9	-0.4	4.1	0.6
> Cc1ccc2[nH]c3c(c2c1)CN(C(=O)CN1CCSCC1)CC3
→ -0.8	-32.1	4.3	-0.107	0.3	21.8	0.5	5.1	1.0
> Cc1sc(NC(=O)c2ccc(F)cc2)c(CN2CCCCCC2)c1C
→ 8.0	-9.6	-11.6	-2.01	0.0	1.7	-2.1	15.1	0.1
> CC(C)C(OC(=O)c1cc2c(s1)CCCCC2)C(=O)NC(N)=O (stereo not drawn)
→ 0.9	-4.6	-24.0	1.23	15.0	-3.0	1.7	3.9	1.2
> Cn1cccc1/C=N/NC(=O)CNc1ccc2ccccc2c1
→ -44.3	-24.5	-5.2	-1.17	-5.9	-3.0	1.0	8.3	0.5
> O=C1c2ccccc2C(=O)N1CCC(=O)N1CCCc2ccccc21
→ 3.2	-8.0	-19.5	-0.307	16.0	-0.4	0.2	-14.3	0.5
> Nc1nc2nonc2nc1N1CCCCC1
→ -27.5	-0.4	0.4	0.277	-28.3	3.5	0.2	-1.8	0.1
> CC(C)CC(=O)NC(NC(=O)CC(C)C)c1cccc([N+](=O)[O-])c1
→ 6.7	-19.1	-14.7	-0.0894	11.5	2.5	-0.1	6.8	0.5
> S=C(NCCc1ccccc1)N/N=C/c1cccc(Cl)c1Cl
→ -0.7	-19.7	-3.2	4.44*	-5.3	-11.1	-1.0	27.4	1.3

A draw from above in order of heavy-atom count, smallest number first:
The line under a structure holds: Tb hexokinase	Furin inhibitor	EBV gp42 block	KCC2 mod	m-calpain inh	thrombin 1536	TRPN1 ag	PPC-1+TRAIL kill	TRPML3 ag
> S=C(NCCc1ccccc1)N/N=C/c1cccc(Cl)c1Cl
→ -0.7	-19.7	-3.2	4.44*	-5.3	-11.1	-1.0	27.4	1.3
> Cn1cccc1/C=N/NC(=O)CNc1ccc2ccccc2c1
→ -44.3	-24.5	-5.2	-1.17	-5.9	-3.0	1.0	8.3	0.5
> c1ccc(N2CCN(c3nc(-c4ccccn4)nc4ccccc34)CC2)cc1
→ -14.5	-13.3	-13.3	-1.75	1.8	1.9	-2.0	26.3	-1.8

Further entries follow:
The line under a structure holds: Tb hexokinase	Furin inhibitor	EBV gp42 block	KCC2 mod	m-calpain inh	thrombin 1536	TRPN1 ag	PPC-1+TRAIL kill	TRPML3 ag
> CCc1ccc(C(=O)NN(C(=O)c2ccc(CC)cc2)C(C)(C)C)cc1
→ 32.0	-4.1	5.8	-1.42	23.3	-3.6	-2.6	20.5	-0.3
> CC1CCC(NC(=O)C2c3ccccc3C(=O)N2Cc2cccs2)CC1 (stereo not drawn)
→ -2.1	-11.5	4.2	-1.07	31.7	17.3	-0.3	-2.4	-0.4
> Cc1ccc(NC(=O)c2sc(=S)n(-c3cc(C)ccc3F)c2N)cc1
→ 9.0	11.4	2.2	0.871	13.2	15.1	0.9	34.3	-0.5
> Cc1scc(C(=O)NNC(=S)NCC2CCCO2)c1-c1ccccc1 (stereo not drawn)
→ -4.8	-11.0	19.5	0.159	-7.4	0.5	0.2	-17.6	0.4
> CCC(C)(C)n1nnnc1C(C(C)C)N(CCCO)Cc1cc2cc(C)ccc2[nH]c1=O (stereo not drawn)
→ 2.9	-11.6	-5.0	-1.69	-19.3	-3.3	-0.1	-3.0	0.0
> Cc1csc(NC(=O)c2cccc(Cn3nc(C)c(Br)c3C)c2)n1
→ 1.3	2.3[20 µM]	-13.6	0.00651	-25.1	0.2	0.8	-14.3[5 µM]	0.0
> O=C(O)Cc1c[nH]c2cccc(O)c12
→ -2.4	-16.6	-9.0	0.417	44.8	2.2	1.0	16.5	-0.1
> Cc1cc(C)cc(OCC(=O)Nc2cccc(-c3nc4ncccc4o3)c2)c1
→ -4.2	-25.3	-5.3	nt	-0.9	-1.0	-0.2	21.6	-0.2
> O=c1oc2ccccc2nc1/C=C(\O)c1ccccc1
→ -24.8	-22.1	1.2	-0.321	-1.7	-4.1	2.3	-13.5	1.0
> CCOC(=O)CN1CC23C=CC(O2)C(C(=O)NC2CCCC2)C3C1=O (stereo not drawn)
→ -0.1	-21.4	-4.8	-0.893	-0.2	-2.6	-0.1	12.2	1.1
> CCN(CC)CCN(C)c1ccc(N2C(=O)C3CC=CCC3C2=O)cc1[N+](=O)[O-] (stereo not drawn)
→ 0.7	-19.9	-17.4	-0.963	2.7	-6.3	-0.2	-0.6	0.7
> C=CCOC(=O)C1=C(C)NC(=O)NC1c1cn(-c2ccccc2)nc1-c1cccs1 (stereo not drawn)
→ -6.6	-22.6[20 µM]	14.7	-0.0828	-15.9	-0.3	-0.5	7.1	-0.4
> O=C1N(Cc2cccc(Cl)c2)C[C@@H]2C[C@@H](c3cccc4cccnc34)N3CCC[C@@]123
→ -14.0	-5.1	-12.2	-1.04	13.3	-3.8	-3.2	1.0	-0.8
> Cc1cc(Nc2nc3ccccc3nc2Cl)n(-c2ccccc2)n1
→ -14.6	-13.8[20 µM]	-15.5	nt	-30.2	1.2	-1.4	9.3	-0.8
> O=C(NN1C(=O)/C(=C\c2ccc(O)c([N+](=O)[O-])c2)SC1=S)c1ccccc1Cl
→ 23.6	-7.1	-34.0	0.816	36.1	0.2	1.7	8.8	0.2
> CCOC(=O)c1cccc(NC(=O)CSc2nnc(-c3cccnc3)n2CC)c1
→ 7.1	-18.6[20 µM]	-5.4	-0.661	-12.0	-5.7	0.9	25.6	-1.4
> COc1cc2c(cc1OC)C(Cc1ccc(O)cc1)N(C)CC2 (stereo not drawn)
→ 1.2	-15.4	-10.8	0.665	24.9	-3.5	-0.4	20.5	0.2
> COc1ccc(/C(C)=N/NC(=O)CNC(=O)c2cccs2)cc1OC
→ -2.5	-19.8	-10.2	-0.62	-9.8	2.0	0.5	0.1	0.3
> O=C(CCn1c(=S)oc2ccccc21)Nc1cccc(F)c1
→ -1.1	-23.6	-25.8	0.626	-20.4	1.9	-0.8	17.0	-1.1
> COCCOC(=O)C1=C(C)NC(=S)NC1c1cccs1 (stereo not drawn)
→ -6.1	-24.4	-9.9	0.726	-30.3	-6.9	2.6	-2.4	1.0
